# M4 PAM – human M4 muscarinic receptor positive allosteric modulators, primary screen, CHO-K1 cells, Fluo-8 calcium fluorescence; actives 0.4% (n = 360,000); Muscarinic acetylcholine receptor M4 (Homo sapiens), P08173; activation, % at 3 µM; AID 624126, 2012; CHO-K1 hM4/Gqi5, ACh EC20; 0% = ACh EC20, 100% = maximal ACh;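 active means activation above its plate's cutoff, the mean activation of sample wells plus 3 SD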; further: some results filed as inactive read as strong as hits
# Target sequence (P08173 whole entry, looked up): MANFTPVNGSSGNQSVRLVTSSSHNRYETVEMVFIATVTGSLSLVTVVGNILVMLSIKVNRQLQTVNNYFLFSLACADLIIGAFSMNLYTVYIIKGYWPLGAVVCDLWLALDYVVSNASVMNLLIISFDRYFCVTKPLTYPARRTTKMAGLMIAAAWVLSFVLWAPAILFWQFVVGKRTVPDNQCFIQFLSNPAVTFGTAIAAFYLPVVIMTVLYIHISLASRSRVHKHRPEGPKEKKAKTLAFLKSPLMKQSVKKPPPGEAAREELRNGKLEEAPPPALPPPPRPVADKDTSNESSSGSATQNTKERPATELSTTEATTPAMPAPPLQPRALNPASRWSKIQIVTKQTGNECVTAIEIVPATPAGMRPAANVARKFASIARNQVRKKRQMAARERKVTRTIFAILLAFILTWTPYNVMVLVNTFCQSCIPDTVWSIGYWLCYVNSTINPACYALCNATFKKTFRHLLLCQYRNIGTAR
# TAAR1 agonist – human TAAR1 agonists, primary screen, Fluo-8 calcium fluorescence, CHO RD-HGA16 cells; actives 0.99% (n = 360,000); vehicle wells 0%, saturating PEA agonist 100%; activation, % at 3 µM;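 active means activation above the mean activation of all test compounds in the run plus 3 SD, cut at about 38% in these data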
# Target sequence (Q96RJ0 whole entry, looked up): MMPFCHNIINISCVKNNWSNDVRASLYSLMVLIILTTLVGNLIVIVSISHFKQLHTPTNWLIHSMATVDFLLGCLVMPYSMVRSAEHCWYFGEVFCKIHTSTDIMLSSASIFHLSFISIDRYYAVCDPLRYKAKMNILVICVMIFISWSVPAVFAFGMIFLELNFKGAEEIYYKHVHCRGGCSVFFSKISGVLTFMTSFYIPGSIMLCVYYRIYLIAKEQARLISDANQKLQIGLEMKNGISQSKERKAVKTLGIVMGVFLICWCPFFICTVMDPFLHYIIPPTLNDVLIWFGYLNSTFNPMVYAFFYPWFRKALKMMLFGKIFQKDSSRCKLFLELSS
#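 test system = CHO RD-HGA16 cells carrying human TAAR1 plus Gα16 | schedule = 17-24 h seeding, 75 min 37 °C dye, 30 min RT | compound dosing = 3 µM single concentration | control set = DMSO and PEA EC100 | replicates = n 1 | signal = Fluo-8 fluorescence, 5 s baseline then 140 s kinetic read | measure = percent activation vs PEA EC100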
# CHO-K1 Ca PAM – nonselective calcium activators in parental CHO-K1 cells, primary screen, counter-screen for M1 PAM project, cell-based, Fluo-8 calcium fluorescence, full deck, 1536-well; ATP EC20; 0% at ATP EC20, 100% at ATP max; activation, % at 3 µM; actives 0.02% (n = 360,000); AID 602247, 2012;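 active means activation above the run cutoff, the mean activation of all test compounds plus 3 SD, cut at about 40% in these data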;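 further: peak over basal fluorescence ratio in a 140 s read after ATP addition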
# CRFBP-R2 agonist – agonists of CRF-BP/CRF-R2 complex, primary screen, cell-based, HEK293, calcium dye fluorescence, uHTS | CRF-binding protein / CRF receptor 2 complex (human) | calcium dye fluorescence (FLIPR); percent of saturating CRF peptide response | activation, % at 13.2 µM | actives 0.46% (n = 350,000) | AID 588473, 2011;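 active means activation of at least 50%, plus an integration ratio under a set limit after plate pattern correction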;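 further: plate controls were neutral control wells without compound for no effect and CRF at EC100 for full effect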
# TAAR1 antag – human TAAR1 antagonists, primary screen, Fluo-8 calcium fluorescence, CHO RD-HGA16 cells. antagonist. AID 624466, 2012. Trace amine-associated receptor 1 (Homo sapiens), Q96RJ0. actives 1.5% (n = 360,000). inhibition, % at 3 µM;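 active means inhibition above a per-plate cutoff, the mean inhibition of test compounds on that plate plus 3 SD, cut at about 49% in these data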;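 further: 0% = DMSO plus EC80 beta-PEA response and 100% = DMSO alone without agonist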
#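 Test system: RD-HGA16 CHO cells with stable hTAAR1 and Gα16 / Probe or stimulus: EC80 β-phenethylamine stimulus / Times: seeding 17-24 h prior, 75-min 37 °C, 30-min RT dye loading / Detection: Fluo-8 calcium-sensitive fluorescence / Read-out basis: % inhibition scaled between DMSO and EC80 PEA controls / Repeats: singlicate, one well per test compound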
# CHRM5 agonist – human M5 muscarinic receptor agonists, primary screen, CHO-K1 cells, Fluo-8 calcium fluorescence. Muscarinic acetylcholine receptor M5 (Homo sapiens), P08912. AID 624037, 2012. actives 0.19% (n = 360,000). activation, % at 3 µM. CHO-K1 hM5 cells; 0% DMSO wells, 100% maximal acetylcholine response;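 active means activation above the run's mean over test compounds plus 3 SD, cut at about 23% in these data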;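 further: signal is peak over basal fluorescence ratio across the kinetic read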
# CRFBP-R2 block – antagonists of CRF-BP/CRF-R2 complex, primary screen, cell-based, HEK293, calcium dye fluorescence, uHTS | CRF-induced calcium fluorescence | inhibition, % at 11.8 µM | actives 0.59% (n = 350,000);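 active means inhibition of the ligand-induced calcium signal above about 50% at the single tested concentration, limit read from the data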
# M5 antag – human M5 muscarinic receptor antagonists, primary screen, CHO cells, Fluo-8 calcium fluorescence. Muscarinic acetylcholine receptor M5 (Homo sapiens), P08912. CHO-hM5 cells, ACh EC80. inhibition, % at 3 µM. actives 0.59% (n = 360,000);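 active means inhibition above a per-plate cutoff, the mean of that plate's test compounds plus 3 SD, cut at about 27% in these data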;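 further: 0% = acetylcholine EC80 with DMSO and 100% = DMSO without agonist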
# M5 PAM – human M5 muscarinic receptor positive allosteric modulators, primary screen, CHO-K1 cells, Fluo-8 calcium fluorescence; actives 0.3% (n = 360,000); CHO-K1 hM5, ACh EC20 PAM; 0% = ACh EC20, 100% = ACh EC100; activation, % at 3 µM;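 active means activation above the run cutoff, the mean activation of all test compounds plus 3 SD, cut at about 18% in these data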
#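 Assay system – human M5 receptor in CHO-K1 cells · Read-out – % activation, ACh-normalized · Technique – Fluo-8 calcium fluorescence · Dosing – single-point, 3 µM nominal · Incubation – Fluo-8 loading 80 min at 37 °C plus 30 min room temperature · Repeats – singlicate, one well per test compound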
# Active calls of the source: *; . = no result given.
(1) CCN(CC)S(=O)(=O)c1cccc(NC(=O)c2ccc(Sc3nncn3C)c([N+](=O)[O-])c2)c1
(2) COc1ccccc1CC(=O)NNC(=O)CN(C)S(=O)(=O)c1ccc(Cl)cc1
(3) COC(=O)c1cccc(NC(=O)CN2CCN(Cc3ccccc3)CC2)c1
(4) Cc1cccnc1NC(=O)c1c(O)c2ccccc2n(C)c1=O
(5) COc1cccc(C(=O)O/N=C/c2ccc(Sc3ccc(C)cc3)nc2)c1
(6) O[C@@H]1C[C@H](c2ccc(Cl)cc2)N(CC2CCCCC2)C[C@H]1n1cc(C2CC2)nn1
Screen / compound no.	1	2	3	4	5	6
M4 PAM	-15	6	5	7	17	-1
TAAR1 agonist	-1	-1	18	10	11	2
CHO-K1 Ca PAM	-11	11	18	18	15	7
CRFBP-R2 agonist	3.1	1.1	0.0	-0.4	3.9	-0.3
TAAR1 antag	-1	6	16	-20	9	-3
CHRM5 agonist	-12	1	0	0	-2	0
CRFBP-R2 block	-20	-4	15	8	-2	4
M5 antag	6	-6	-9	-4	-11	-5
M5 PAM	1	8	5	0	0	5

# Overlap with the part before: 2 compounds; new compounds follow.
(5) COc1cccc(C(=O)O/N=C/c2ccc(Sc3ccc(C)cc3)nc2)c1
(6) O[C@@H]1C[C@H](c2ccc(Cl)cc2)N(CC2CCCCC2)C[C@H]1n1cc(C2CC2)nn1
(7) Cc1nn(C(=O)c2nn(C)cc2[N+](=O)[O-])c(C)c1Cl
(8) CC(=O)Nc1ccc(NC(=O)C(C)OC(=O)c2ccccc2C(=O)c2ccc(Cl)c([N+](=O)[O-])c2)cc1 (stereo not drawn)
(9) CCC12CC1(C(=O)OC)C(=O)N1CCc3c([nH]c4ccccc34)C12 (stereo not drawn)
(10) CCCCCCCCC(=O)NCCOc1ccccc1
(11) Cc1ccccc1NC(=S)N(Cc1ccco1)C(C)c1ccccn1 (stereo not drawn)
(12) COc1cc(C(=O)NC(=S)NCc2ccncc2)cc(OC)c1OC
Screen / compound no.	5	6	7	8	9	10	11	12
M4 PAM	17	-1	-10	2	-6	1	-11	1
TAAR1 agonist	11	2	6	-1	.	-2	0	2
CHO-K1 Ca PAM	15	7	4	9	5	22	15	2
CRFBP-R2 agonist	3.9	-0.3	-1.4	1.9	.	-1.4	-0.4	-1.6
TAAR1 antag	9	-3	14	13	.	-3	-3	-22
CHRM5 agonist	-2	0	-5	0	6	-6	-2	3
CRFBP-R2 block	-2	4	-8	37	.	41	6	1
M5 antag	-11	-5	7	-2	13	-5	12	-6
M5 PAM	0	5	-10	-6	-13	2	-8	-1

(13) CCCc1cc(=O)oc2c(C)c(OC(C)C(=O)NCC(O)c3ccccc3)ccc12 (stereo not drawn)
(14) COc1cc(Cl)ccc1OCc1cc(C(=O)N2CCN(c3ccccn3)CC2)no1
(15) O=C(Nc1nc(-c2ccncc2)cs1)C1c2ccccc2Oc2ccccc21
(16) O=C(NCc1ccc(Cl)cc1)C1CCN(c2cnccn2)CC1
(17) COc1ccc(CN(CC(O)COCc2ccccc2)S(=O)(=O)c2ccccc2Br)cc1 (stereo not drawn)
(18) O=C(NCCc1cccc(Cl)c1)c1cccc(-n2cnnn2)c1
Screen / compound no.	13	14	15	16	17	18
M4 PAM	-5	-8	-10	-2	2	-1
TAAR1 agonist	-1	3	-1	4	2	2
CHO-K1 Ca PAM	-1	-7	25	12	6	10
CRFBP-R2 agonist	-0.6	-2.7	0.2	-2.4	3.0	0.8
TAAR1 antag	1	20	17	-1	39	5
CHRM5 agonist	-1	-4	-7	-5	-1	-3
CRFBP-R2 block	-1	3	1	9	-4	17
M5 antag	2	9	7	5	21	5
M5 PAM	-4	-8	-9	3	-7	-4

(19) CN1CCCC(n2nc(Cc3ccc(Cl)cc3)c3ccccc3c2=O)CC1 (stereo not drawn)
(20) CC1=C(C(=O)N(C)C)CC(CC(=O)NC2CCCCC2)C(=O)N1Cc1ccc(C(C)(C)C)cc1 (stereo not drawn)
(21) CC(C)(C)S(=O)N1Cc2cc(C(=O)NCc3ccc(Oc4ccccc4)cc3)nc(-c3cccc(-c4cc5ccccc5o4)c3)c2[C@H]1CCO (stereo partly drawn)
(22) CC[C@]12c3[nH]c4cc(CCC(=O)N(C)C)ccc4c3CCN1C(=O)[C@@H](CC(=O)NC(C)(C)C)C[C@@H]2C(=O)N1CCN(C(=O)c2ccco2)CC1
(23) OC(COCc1ccc2c(c1)OCO2)CN1CCCCC1 (stereo not drawn)
(24) O=C(c1ccccc1-c1ccccc1)N1CCCCC1
Screen / compound no.	19	20	21	22	23	24
M4 PAM	-13	8	1	-3	4	11
TAAR1 agonist	9	4	15	2	3	5
CHO-K1 Ca PAM	-4	18	21	0	9	19
CRFBP-R2 agonist	0.0	-0.6	.	1.3	0.0	8.9
TAAR1 antag	-10	-20	12	-9	10	-11
CHRM5 agonist	2	0	7	0	-3	-5
CRFBP-R2 block	-21	6	.	-6	-5	-2
M5 antag	5	-6	2	4	0	-2
M5 PAM	-17	5	0	-4	6	3

(25) O=C(CSc1ccccn1)Nc1ccc(N2CCOCC2)cc1
(26) Cc1ccc2nc(-c3ccccn3)oc2c1
(27) CCc1ccc(NC(=O)Nc2cnccn2)cc1
(28) COc1cc(NC(=O)CC(C)C)ccc1NC(=O)c1ccco1
(29) C=CCSc1nnc(NC(=O)CSc2nc(CCC)cc(=O)[nH]2)s1
(30) O=[N+]([O-])c1cc(C(F)(F)F)cc([N+](=O)[O-])c1Sc1n[nH]c(C(F)(F)F)n1
Screen / compound no.	25	26	27	28	29	30
M4 PAM	-2	6	1	-1	10	-2
TAAR1 agonist	0	28	-2	6	2	12
CHO-K1 Ca PAM	9	13	-2	-11	11	-14
CRFBP-R2 agonist	0.0	-3.0	-2.0	0.5	0.5	-1.9
TAAR1 antag	10	-12	-10	-2	5	-16
CHRM5 agonist	3	-3	-1	1	6	0
CRFBP-R2 block	5	0	0	6	-5	-3
M5 antag	5	-1	-7	4	-4	0
M5 PAM	0	-2	3	-3	1	12

(31) O=C(Cc1ccc(S(=O)(=O)N2CCCCC2)s1)Nc1ccc(F)c(F)c1
(32) CC1CCN(S(=O)(=O)c2ccc(Cl)s2)CC1
(33) Cc1ccc(-c2nc3ccccc3[nH]2)cc1NC(=S)NC(=O)c1ccccc1Br
(34) N#CC1C=Cc2c(ccc3ccccc23)N1C(=O)c1ccccc1 (stereo not drawn)
(35) O=C(COC(=O)c1cc(Cl)ccc1O)NCC1CCCO1 (stereo not drawn)
(36) COc1ccccc1C(=O)Nc1cccc(N(C)S(C)(=O)=O)c1
Screen / compound no.	31	32	33	34	35	36
M4 PAM	-14	1	-7	7	3	2
TAAR1 agonist	13	-3	7	-1	1	8
CHO-K1 Ca PAM	-3	4	-4	25	10	-7
CRFBP-R2 agonist	5.2	0.2	-4.3	-2.8	6.6	0.1
TAAR1 antag	40	20	70*	4	-16	12
CHRM5 agonist	5	-5	-3	-5	1	0
CRFBP-R2 block	-10	5	-1	18	0	-20
M5 antag	25	-1	21	10	2	-5
M5 PAM	-21	-4	-19	1	1	4

# An excerpt from above, limited to M5 antag, M5 PAM and M4 PAM:
no. | molecule | M5 antag | M5 PAM | M4 PAM
31 | O=C(Cc1ccc(S(=O)(=O)N2CCCCC2)s1)Nc1ccc(F)c(F)c1 | 25 | -21 | -14
34 | N#CC1C=Cc2c(ccc3ccccc23)N1C(=O)c1ccccc1 (stereo not drawn) | 10 | 1 | 7
33 | Cc1ccc(-c2nc3ccccc3[nH]2)cc1NC(=S)NC(=O)c1ccccc1Br | 21 | -19 | -7

# Going on with the list:
(37) O=C(CSc1nc(Nc2ccccc2)nc(N2CCOCC2)n1)N1CCc2ccccc21
(38) O=C(COc1ccc(F)cc1)Nc1ccc(-n2cnnn2)cc1
(39) CCC(c1nnc(SCC(=O)N2CCOCC2)n1C1CCCCC1)N(C)C (stereo not drawn)
(40) COc1ccc(C2C3=C(CC(C)(C)CC3=O)N(CC(=O)O)C3=C2C(=O)CC(C)(C)C3)cc1OC
(41) Cc1ccccc1NC(=O)c1sc2nc3c(c(-c4ccco4)c2c1N)CCCC3
(42) NS(=O)(=O)c1ccc(N/N=C/c2ccncc2)cc1
Screen / compound no.	37	38	39	40	41	42
M4 PAM	3	-8	10	-4	-5	2
TAAR1 agonist	-2	5	6	0	21	10
CHO-K1 Ca PAM	-2	-6	24	24	7	7
CRFBP-R2 agonist	1.8	-0.3	-2.3	1.2	8.1	1.4
TAAR1 antag	-13	4	19	10	12	-21
CHRM5 agonist	0	0	0	3	-4	-1
CRFBP-R2 block	10	21	5	-11	-5	-2
M5 antag	2	7	5	-6	-2	7
M5 PAM	3	-6	-5	2	1	4

(43) C=CCN(c1ccccc1)S(=O)(=O)c1cccc(C(=O)O)c1
(44) O=C(CC1C(=O)NCCN1Cc1cccc(C(F)(F)F)c1)NC1CCCCCC1 (stereo not drawn)
(45) c1cc2[nH]snc2c2nc(C3CC3)nc12
(46) COC(=O)c1cnn(-c2ccc(F)cc2F)c1/C=N/NC(N)=S
(47) CC(C)(C)Cc1nnc(NC(=O)c2cc(-c3ccccc3)nc3ccccc23)s1
(48) O=[N+]([O-])c1ccc(N2CCN(c3ccc(Cl)nn3)CC2)c(Cl)c1
Screen / compound no.	43	44	45	46	47	48
M4 PAM	1	3	11	13	-1	-4
TAAR1 agonist	5	.	9	2	17	5
CHO-K1 Ca PAM	-5	4	10	-16	21	-4
CRFBP-R2 agonist	-5.1	1.1	0.1	-2.5	-2.4	0.4
TAAR1 antag	-14	.	1	-25	-10	15
CHRM5 agonist	-3	-1	-1	4	-2	0
CRFBP-R2 block	98*	-14	2	1	-20	0
M5 antag	2	0	9	5	-4	-5
M5 PAM	-6	2	-4	-3	1	1

(49) Cc1nn(-c2ccc(F)cc2)c(Cl)c1C(=O)OC(C)C(=O)N(C)C1CCCCC1 (stereo not drawn)
(50) CSC(=S)N/N=C/c1c[nH]c2ccccc12
(51) O=S(=O)(Nc1nc2ccccc2nc1NCC1CCCO1)c1cccc(Cl)c1 (stereo not drawn)
(52) O=C(NCC(=O)N1CCN(S(=O)(=O)c2ccccc2C(F)(F)F)CC1)c1sc2ccccc2c1Cl
Screen / compound no.	49	50	51	52
M4 PAM	-3	4	5	-1
TAAR1 agonist	12	15	0	2
CHO-K1 Ca PAM	-14	16	13	-2
CRFBP-R2 agonist	-2.4	0.1	0.0	-0.6
TAAR1 antag	10	89*	-10	-14
CHRM5 agonist	2	-1	1	0
CRFBP-R2 block	14	-17	10	15
M5 antag	-1	1	-6	4
M5 PAM	1	-7	6	-2

# Screens: PubChem, several laboratories
